Assay outcomes deposited in PubChem by Broad Institute.
ARNT-TACC3 inh = disrupts binding between human ARNT and TACC3; AlphaScreen His-ARNT PAS-B/GST-TACC3 binding, luminescence; TACC3 fragment carries E629A point mutation; inhibition, % at 9.99 µM; 0.66% of 390,000 active; AID 623870;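 active means mean inhibition of replicates at least 50% and at least half of replicates each reaching 50%; inconclusive means half or more replicates reach 50% but mean below 50%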;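 further: 0% = complete ARNT plus TACC3 wells and 100% = ARNT alone without TACC3; many hits fall short of the cut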
CASP6 VEID inh = inhibitors of human caspase-6 | purified caspase-6, Z-VEID-R110 cleavage fluorescence | inhibition, % at 12.5 µM | 0.53% of 350,000 active | AID 686996;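 active means mean inhibition across replicates at least about 35%, with every replicate also reaching that limit, limit read from the data; inconclusive means only one of the two criteria met; inactive means neither criterion met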;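 further: 0% = median of neutral control wells and 100% = no fluorescence left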
Target sequence (P55212 24-179 limits assumed): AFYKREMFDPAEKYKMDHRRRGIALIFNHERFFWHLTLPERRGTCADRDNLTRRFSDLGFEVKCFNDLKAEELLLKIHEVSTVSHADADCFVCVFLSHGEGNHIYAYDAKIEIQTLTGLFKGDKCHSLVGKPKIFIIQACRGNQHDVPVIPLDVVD
Target sequence (P55212 194-293 limits assumed): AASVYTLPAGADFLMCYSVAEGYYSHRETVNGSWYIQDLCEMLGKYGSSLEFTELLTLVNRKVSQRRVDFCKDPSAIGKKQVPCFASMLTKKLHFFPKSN
DENV2 CPE rescue = DENV2-induced cell death inhibition | DENV2-infected cells, cytopathic effect rescue, plate reader | CPE inhibition, % at 9.99 µM | 1.7% of 350,000 active; in the data active means CPE inhibition above about 20%, passing the limit was not always enough; inconclusive means no clear call, values can overlap the other calls; tested in BHK-21 cells;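 further: 0% = median of neutral control wells and 100% = median of positive control wells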
SIRT5 inh = inhibitors of human sirtuin-5 desuccinylase | inhibition, % at 15 µM | 1.1% of 330,000 active | Q9NXA8 | AID 652115 | Purified SirT5, succinyl-peptide AMC, trypsin-coupled fluorescence; in the data active means inhibition above about 15%; inconclusive means no clear call, values can overlap the other calls
Target sequence (Q9NXA8 whole entry, looked up): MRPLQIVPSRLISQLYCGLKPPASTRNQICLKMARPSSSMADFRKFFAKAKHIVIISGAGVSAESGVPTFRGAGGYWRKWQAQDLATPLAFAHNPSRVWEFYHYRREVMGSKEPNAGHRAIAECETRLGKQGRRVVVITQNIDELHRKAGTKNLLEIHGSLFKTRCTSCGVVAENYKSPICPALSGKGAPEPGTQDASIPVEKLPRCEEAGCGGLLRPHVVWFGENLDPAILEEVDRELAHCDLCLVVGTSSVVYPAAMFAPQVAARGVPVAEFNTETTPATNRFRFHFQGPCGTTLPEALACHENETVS
PAX8 inh HTS = PAX8 transcriptional activity inhibition | RMG-I TPO-luciferase reporter, SteadyGlo, 24 h | inhibition, % at 12.6 µM | 1.2% of 360,000 active | AID 652154;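 active means mean replicate inhibition at least 60% with every replicate also reaching 60%; inconclusive means only one of the two criteria is met; inactive means mean below 60% and not all replicates reaching 60%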;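 further: luciferase light reporting Pax8 driven TPO promoter activity; plate controls were median of neutral control wells for no effect and mitoxantrone controls for full effect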
LGR2 inh = inhibitors of bursicon-induced Drosophila LGR2 receptor cAMP signaling; HEK293 LGR2, CRE-luciferase, bursicon-stimulated, 4 h; inhibition, % at 9.99 µM; 0.35% of 380,000 active;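 active means drop in luminescence signal, shown as inhibition above about 50% in the replicate tests, limit read from the data, passing the limit was not always enough; inconclusive means probably only some replicates passing the limit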;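 further: agonist challenge used bursicon conditioned medium at about half maximal strength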
EWS-Fli block = EWS/Fli transcriptional activity inhibition; AID 651661; inhibition, % at 12.6 µM; 0.67% of 350,000 active; A673 NR0B1-luciferase reporter, viability-normalised;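 active means mean inhibition of at least 50% after viability correction, with every replicate also passing that limit; inconclusive means mean reaches 50% but only one of two replicates passes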;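 further: firefly luciferase signal divided by Alamar Blue viability fluorescence both relative to DMSO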
Starred values were filed as active, the others as inactive; ? = inconclusive; . = not tested or not shown.

Value order – SIRT5 inh | EWS-Fli block | DENV2 CPE rescue | CASP6 VEID inh | ARNT-TACC3 inh | LGR2 inh | PAX8 inh HTS
COc1ccc(NC(=O)CSc2nnc(-c3cc(C)[nH]n3)n2N)cc1OC
 : 0 | . | 3 | 1 | -21 | 4 | 11
c1ccc(Nc2nc(NCc3ccco3)c3ccccc3n2)cc1
 : -5 | 9 | -11 | 3 | 17 | 6 | 67*
CN(C)c1ccc(NC(=O)CN2C3CCCC2CC(NC(=O)c2ccccc2)C3)cc1 (stereo not given)
 : 0 | 2 | 3 | -4 | 17 | 17 | 1
O=C(C(Sc1ccccc1)c1ccccc1)N1CCOCC1 (stereo not given)
 : . | . | . | . | -2 | 4 | 2
O=S(=O)(NCC1CCCO1)c1ccc(S(=O)(=O)N2CCCC2)cc1 (stereo not given)
 : 1 | 4 | 12 | 0 | -3 | 2 | .
COc1ccc2c(c1)CC(C)C/C2=N\NC(=O)c1ccco1 (stereo not given)
 : 4 | 5 | . | 1 | 1 | -12 | 4
O=C(NNC(=O)c1csc(-c2cccnc2)n1)c1ccccc1
 : -1 | -5 | -4 | -5 | 7 | 6 | -31
CC(Sc1ccc(Cl)cc1)C(=O)NNC(=O)c1ccco1 (stereo not given)
 : -6 | 3 | -6 | -1 | . | 5 | .
COCC(=O)Nc1ccc2c(c1)[C@@H]1C[C@H](CC(=O)N3CCN(C)CC3)O[C@@H](CO)[C@@H]1O2
 : . | 4 | 3 | . | -5 | -7 | 6
CC(Sc1ccc(S(=O)(=O)N2CCCC2)cn1)C(N)=O (stereo not given)
 : 1 | 1 | -9 | 1 | -8 | 5 | -10
O=C(c1ccccn1)N1CC[C@@H]2[C@@H](CO)Nc3ccc(Br)cc3[C@@H]21
 : 1 | -3 | 6 | -2 | 13 | -24 | -4
COC(C[C@H]1O[C@H]1C(=O)[C@@H](C)OCc1ccccc1)OC
 : . | -12 | -4 | 0 | -1 | -4 | 7
CC(C)CNS(=O)(=O)c1ccc(CCC(=O)NCc2ccncc2)cc1
 : -5 | 14 | 5 | 0 | -4 | 13 | 0
Cc1ccc(C)c(CNS(=O)(=O)c2c(C)[nH]c(C)c2C(=O)N2CCCCC2)c1
 : -2 | -8 | -3 | 2 | 3 | -2 | -3
CNC[C@H]1Oc2ccc(NC(=O)Nc3ccc(F)cc3)cc2CC(=O)N([C@H](C)CO)C[C@@H]1C
 : 36* | -6 | -4 | -1 | -2 | 8 | -6
Cc1c(Cl)cccc1NC(=O)CNC(=O)c1cn(-c2ccccc2)nc1-c1cccnc1
 : 4 | 0 | -11 | -2 | -3 | 4 | 16
CCOC(=O)c1oc2ccccc2c1COC(=O)CNC(=O)c1ccccc1
 : -1 | . | -1 | 3 | 3 | 7 | 0
C/C=C/c1ccc([C@@H]2[C@@H](CN(CC)C(C)=O)N(S(C)(=O)=O)[C@H]2CO)cc1
 : 3 | -6 | 7 | 2 | -1 | -19 | -3
COc1cc(/C=C/C(=O)O[C@H]2[C@H](O[C@@H]3O[C@@H](C)[C@H](O)[C@@H](O)[C@H]3O)[C@@H](O)[C@H](OCCc3ccc(O)c(OC)c3)O[C@@H]2CO)ccc1O
 : . | 1 | 13 | 2 | -9 | 2 | -5
CCOc1ccc(NC(=O)c2ccc(NC(=O)C3CCCO3)cc2)cc1 (stereo not given)
 : -3 | -11 | 1 | -2 | 0 | -1 | 16
CC(C)C[C@@H](CNCC(=O)[C@H](Cc1c[nH]c2ccccc12)NC(=O)c1[nH]cnc1C(=O)N[C@@H](C)CN)NC(=O)c1nc[nH]c1C(=O)N[C@@H](CC(=O)O)C(=O)O
 : -1 | 3 | 0 | 12 | 11 | 13 | 4
Cc1c(NC(=O)Nc2cccc(C(F)(F)F)c2)c(=O)n(-c2ccccc2)n1C
 : -15 | . | 4 | 0 | 1 | -2 | -2
Cc1cccc(N2CCN(C(=O)N3CCCCC3)CC2)c1C
 : . | 4 | 0 | 0 | 4 | 9 | -5
COc1ccccc1NC(=O)CS(=O)(=O)c1cn(CC(=O)N(C(C)C)C(C)C)c2ccccc12
 : -2 | . | -18 | -1 | 1 | -13 | 18
COc1cc(-c2c(C(=O)c3ccccc3)[nH]c(N)c2C(N)=O)ccc1F
 : -5 | 1 | 3 | 1 | . | -15 | -17
O=C(CCN1CCCCC1=O)NC1CCCc2c1cnn2-c1ccccc1F (stereo not given)
 : 3 | . | 0 | 1 | -5 | -2 | 4
Nc1nccc(N2CCCCC2)n1
 : -7 | -2 | 11 | -1 | . | 3 | -1
CN1C(=O)c2cc(NC(=O)c3cccc(F)c3)ccc2OC[C@@H]2O[C@H](CC(=O)N3CCc4ccccc4C3)CC[C@@H]21
 : 2 | 17 | -5 | -1 | 14 | 4 | 25
C=CCSc1nc(-c2ccc(OC)cc2)c(C#N)c(=O)n1CC=C
 : -2 | 16 | 7 | -2 | -11 | 38 | 19
CN(c1ccc(C(=O)NCc2ccncc2)cc1)S(=O)(=O)c1ccc(Cl)cc1
 : 2 | 1 | -5 | -3 | -1 | 5 | -3

Some of these compounds in order of count of non-hydrogen atoms, largest number first.
Value order – SIRT5 inh | EWS-Fli block | DENV2 CPE rescue | CASP6 VEID inh | ARNT-TACC3 inh | LGR2 inh | PAX8 inh HTS
COc1cc(/C=C/C(=O)O[C@H]2[C@H](O[C@@H]3O[C@@H](C)[C@H](O)[C@@H](O)[C@H]3O)[C@@H](O)[C@H](OCCc3ccc(O)c(OC)c3)O[C@@H]2CO)ccc1O
 : . | 1 | 13 | 2 | -9 | 2 | -5
CN(C)c1ccc(NC(=O)CN2C3CCCC2CC(NC(=O)c2ccccc2)C3)cc1 (stereo not given)
 : 0 | 2 | 3 | -4 | 17 | 17 | 1
Cc1ccc(C)c(CNS(=O)(=O)c2c(C)[nH]c(C)c2C(=O)N2CCCCC2)c1
 : -2 | -8 | -3 | 2 | 3 | -2 | -3
COc1ccc(NC(=O)CSc2nnc(-c3cc(C)[nH]n3)n2N)cc1OC
 : 0 | . | 3 | 1 | -21 | 4 | 11
O=S(=O)(NCC1CCCO1)c1ccc(S(=O)(=O)N2CCCC2)cc1 (stereo not given)
 : 1 | 4 | 12 | 0 | -3 | 2 | .

Going on with the list.
Value order – SIRT5 inh | EWS-Fli block | DENV2 CPE rescue | CASP6 VEID inh | ARNT-TACC3 inh | LGR2 inh | PAX8 inh HTS
CCCn1c(C2CC(=O)N(c3cc(OC)ccc3OC)C2)nc2ccccc21 (stereo not given)
 : -2 | -8 | 3 | 4 | 0 | 5 | 18
Cc1cc(N2CCN(c3ccc(F)cc3)CC2)nc2cc(O)ccc12
 : -5 | -8 | 2 | -5 | -8 | -36 | 4
O=C(Nc1ccccc1)c1ccc2c(c1)OCCCO2
 : -3 | 20 | 11 | 1 | -7 | 4 | -163
Cc1cc(C(=O)NNC(=O)c2ccc(C)s2)c(C)o1
 : -2 | -11 | 13 | -3 | 0 | 3 | -25
CCOC(=O)c1sc(NNC(=O)c2ccc(C)cc2)nc1C
 : -5 | 1 | -3 | 2 | -2 | . | -19
Cc1ccc(S(=O)(=O)N(C)C[C@@H]2Oc3ncc(C#CC4(O)CCCC4)cc3C(=O)N([C@H](C)CO)C[C@@H]2C)cc1
 : 2 | 7 | 0 | -2 | -5 | 15 | .
COc1cc(/C=C/C(=O)O)ccc1OCc1cnc(Cl)s1
 : -1 | -3 | 2 | -2 | . | -18 | 11
CCOC(=O)c1nn(-c2ccc(F)cc2)c(=O)c2c(N)scc12
 : -2 | 6 | -2 | 28 | 40 | 10 | 8
COc1cccc(Nc2ncc(C#N)c(N)n2)c1
 : -1 | -59 | ? | -1 | -4 | -16 | 4
C[C@@H]1CN([C@@H](C)CO)C(=O)c2cccc(NS(=O)(=O)c3ccc(F)cc3)c2O[C@@H]1CN(C)C(=O)Nc1ccc(F)cc1
 : 0 | 0 | -6 | . | -4 | -1 | .
Cc1ccc(NC(=S)NN2CCN(C)CC2)c(C)c1
 : -4 | 7 | -2 | -2 | . | -15 | 5
O=C(NCc1ccccc1Cl)c1ccc(CS(=O)(=O)c2ccccc2)o1
 : -8 | . | 6 | 4 | 0 | 6 | 8
O=C(C[C@H]1CC[C@@H]2[C@H](COC[C@@H](O)CN2Cc2cc(F)ccc2F)O1)N1CCc2ccccc2C1
 : 2 | 1 | 0 | 2 | -9 | 1 | 21
O=c1cnn(Cc2ccc(Cl)c(Cl)c2)c2ccccc12
 : . | 21 | 0 | 0 | 17 | -19 | 17
COCOCCn1cc(CN2CCS(=O)(=O)N(Cc3ccc(-c4ccc(OC)nc4)cc3)C(C)C2=O)nn1 (stereo not given)
 : 1 | 4 | -2 | . | . | -5 | 7

Sorted by the number under CASP6 VEID inh (falling): some entries from above
SMILES,CASP6 VEID inh
O=C(C[C@H]1CC[C@@H]2[C@H](COC[C@@H](O)CN2Cc2cc(F)ccc2F)O1)N1CCc2ccccc2C1,2
COc1cccc(Nc2ncc(C#N)c(N)n2)c1,-1
COc1cc(/C=C/C(=O)O)ccc1OCc1cnc(Cl)s1,-2

(further entries)
Value order – SIRT5 inh | EWS-Fli block | DENV2 CPE rescue | CASP6 VEID inh | ARNT-TACC3 inh | LGR2 inh | PAX8 inh HTS
CC12CCC(=O)N1C(C(=O)Nc1nc(-c3ccccc3)cs1)CS2 (stereo not given)
 : -1 | -24 | 29* | 0 | 3 | -3 | -28
CCCN1CCN(c2nc(-c3cccs3)nc3ccccc23)CC1
 : . | . | . | . | 0 | -15 | 1
C[C@@H]1CCCCO[C@H](CN(C)Cc2ccc(C(F)(F)F)cc2)[C@@H](C)CN([C@@H](C)CO)C(=O)c2cc(NS(=O)(=O)c3ccccc3)ccc2O1
 : 20* | 24 | 4 | 1 | 6 | 23 | 88*
COc1ccc(C)cc1Nc1n[n+](-c2ccccc2)c(-c2c(Cl)cccc2Cl)s1
 : . | 46 | 8 | 1 | . | 31 | 25
COc1cccc(NC(=O)N(C)C[C@H]2OCc3ccccc3-c3c(n(C)c4ccccc34)C(=O)N([C@@H](C)CO)C[C@@H]2C)c1
 : 5 | -1 | -1 | 0 | 12 | 5 | 2
Cc1cccc(N=CC=C2OC(C)(C)C(C)(C)O2)c1
 : 0 | -7 | 14 | 5 | . | -54 | -8
O=C(Cc1ccccc1)N1C[C@@H]2[C@H](c3ccccc31)[C@H](CO)N2C(=O)C1CCCCC1
 : 2 | -1 | -3 | 1 | -6 | 4 | 19
CCCN(C)C[C@H]1Oc2cc(C#Cc3ccccc3)ccc2S(=O)(=O)N([C@H](C)CO)C[C@@H]1C
 : 1 | 9 | -11 | 0 | -2 | -6 | .
Cc1ccc(S(=O)(=O)N[C@@H]2CC[C@H](CC(=O)N3CCN(c4ccccc4)CC3)O[C@@H]2CO)cc1
 : -3 | 6 | 7 | -1 | . | 9 | 10
CCc1noc(C)c1C(=O)Nc1nc(-c2ccc(Cl)cc2Cl)cs1
 : 1 | 7 | . | 0 | -14 | 23 | 30
COC(=O)C[C@@H]1C=C[C@H](NC(=O)Nc2ccc(F)cc2)[C@@H](CO)O1
 : . | 9 | 2 | -4 | . | 3 | 2
CCOc1ccccc1NC(=S)C(=C([O-])c1ccc2c(c1)OCCO2)[n+]1ccc(CC)cc1
 : . | -4 | 1 | -3 | . | -7 | 6
CC(=O)N1[C@@H]2c3cccc(=O)n3C[C@H]1[C@H](CO)[C@H]2C(=O)N[C@@H](C)c1ccccc1
 : 2 | . | -18 | -4 | . | -10 | -2
Cc1cc(C)c(OCC(O)CN2CCN(c3ccccn3)CC2)c(C)c1 (stereo not given)
 : -2 | -7 | -7 | 0 | 5 | 21 | 6
O=C(Nc1ccc(F)cc1)c1cc2cc(Cl)ccc2[nH]1
 : -2 | -45 | -6 | 0 | 2 | 4 | -17
COc1ccc(N(CCC#N)S(=O)(=O)c2cccc3nsnc23)cc1
 : . | . | . | . | -2 | 3 | -3
C=CCn1c(SCC(=O)NC2CC2)nnc1-c1cccs1
 : -3 | -2 | -1 | 3 | -1 | -3 | -7
COc1ccccc1/C=C/C(=O)OCC(=O)NC1CCCCCCC1
 : -2 | -2 | 13 | 0 | 2 | -18 | -4
O=C(N/N=C/c1cccc(O)c1)c1ccc(COc2cccc3cccnc23)cc1
 : -6 | 7 | 2 | -9 | 1 | -8 | 12
